Screening data (PubChem)
TNAP inh no acc – blocks human TNAP activity with no phosphate acceptor present; P05186; purified TNAP, CDP-star luminescence, 30 min; inhibition, % at 20 µM; hit rate 0.26% among 200,000; AID 1012;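 active = tissue-nonspecific alkaline phosphatase inhibition above about 50% at 20 µM in the single-dose screen, limit read from the data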;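 also: 0% = DMSO negative control and 100% = EDTA positive control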
Target sequence (P05186 whole entry, looked up): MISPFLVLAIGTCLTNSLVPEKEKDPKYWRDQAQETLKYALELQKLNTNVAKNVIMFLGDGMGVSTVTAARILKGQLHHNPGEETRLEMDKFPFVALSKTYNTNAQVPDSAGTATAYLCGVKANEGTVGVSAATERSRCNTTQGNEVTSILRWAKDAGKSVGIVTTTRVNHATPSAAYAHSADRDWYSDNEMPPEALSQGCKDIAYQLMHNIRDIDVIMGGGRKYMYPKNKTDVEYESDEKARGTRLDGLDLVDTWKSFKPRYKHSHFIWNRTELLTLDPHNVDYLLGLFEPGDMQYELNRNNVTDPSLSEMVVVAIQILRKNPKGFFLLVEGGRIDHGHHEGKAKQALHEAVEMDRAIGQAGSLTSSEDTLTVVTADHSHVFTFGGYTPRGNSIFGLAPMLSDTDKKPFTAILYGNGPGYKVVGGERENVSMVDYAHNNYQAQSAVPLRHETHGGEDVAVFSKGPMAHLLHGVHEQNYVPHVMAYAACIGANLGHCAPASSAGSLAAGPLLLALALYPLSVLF
TNAP inh hiacc – inhibitors of human TNAP at high phosphate acceptor concentration. purified TNAP, CDP-star luminescence, 1 M DEA. inhibition, % at 20 µM. hit rate 0.03% among 200,000. AID 1135;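 active = over 50% inhibition of tissue-nonspecific alkaline phosphatase at 20 µM in the single-dose screen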;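 also: plate controls were DMSO wells for no effect and EDTA-quenched wells as full inhibition for full effect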
Diaph inh CS – diaphorase inhibition or chemical oxidation counter-screen | inhibition, % at 20 µM | hit rate 0.69% among 190,000 | AID 1217 | diaphorase resazurin-to-resorufin fluorescence, NADH, 16 min; bacterial (C. kluyveri) enzyme, not human;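 active = primary screen inhibition at 20 µM above a set limit, cut at about 50% in these data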;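 also: plate controls were DMSO with full reaction for no effect and wells lacking NADH for full effect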
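Detection: fluorescence of resorufin formed from resazurin, Ex 544/Em 590 nm; test system: Clostridium kluyveri diaphorase enzyme; amount: 0.14 U/mL diaphorase, enzyme working solution; times: 16-min room-temperature incubation before reading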
PMI activator – activators of human phosphomannose isomerase; purified human PMI, coupled resazurin fluorescence, 20 min; hits give high values; 1 = vehicle control, 0 substrate-free wells; activation factor at 20 µM; hit rate 0.005% among 190,000; AID 1214;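 active = activation factor of 2 or more at 20 µM, relative to plate controls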
Target sequence (P34949 whole entry, looked up): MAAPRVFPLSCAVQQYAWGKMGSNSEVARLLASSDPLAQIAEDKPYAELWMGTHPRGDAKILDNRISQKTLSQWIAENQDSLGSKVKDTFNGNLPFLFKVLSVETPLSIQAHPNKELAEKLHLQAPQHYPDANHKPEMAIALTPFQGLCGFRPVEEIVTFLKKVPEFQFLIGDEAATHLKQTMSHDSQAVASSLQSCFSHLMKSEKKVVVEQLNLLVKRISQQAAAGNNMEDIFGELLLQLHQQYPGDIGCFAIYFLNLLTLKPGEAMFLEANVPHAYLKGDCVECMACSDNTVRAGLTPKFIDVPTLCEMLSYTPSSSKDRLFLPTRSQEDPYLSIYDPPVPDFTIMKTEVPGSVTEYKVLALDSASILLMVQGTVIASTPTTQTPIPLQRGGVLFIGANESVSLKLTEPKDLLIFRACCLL
PMI act hi M6P – increases human PMI activity with near-saturating mannose 6-phosphate. P34949. coupled PMI enzyme assay, resazurin fluorescence, 20 min; hits give high values; 1 = untreated enzyme, 0 = substrate-free blank. activation factor at 20 µM. hit rate 0.34% among 190,000;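 active = activation factor of 2 or more at 20 µM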
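Technique: Diaphorase-driven resazurin-to-resorufin fluorescence, excitation 544, emission 590 nm | Assay system: Human PMI in coupled enzyme assay | Times: Enzyme reaction with compound 20 min at room temperature | Medium: HEPES-buffered pH 7.4 with magnesium and detergent | Reagent: Mannose-6-phosphate 1.0 mM (near-saturating) plus 0.22 mM NADP+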
Diaph act CS – activates diaphorase or chemically reduces, flagging diaphorase assay artifacts; hit rate 0.005% among 190,000; Diaphorase/resazurin coupled assay, resorufin fluorescence, 16 min; hits give high values; 1 = vehicle wells, 0 = NADH-free wells; AID 1229; activation factor at 20 µM;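 active = diaphorase activity raised at least twofold by the compound at 20 µM; inactive = activation factor below 2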
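Test system: Clostridium kluyveri diaphorase, purified enzyme. Buffer or medium: 50 mM HEPES pH 7.4 buffer plus MgCl2 and Tween 20. Also added: 0.114 mM NADH and 0.1 mM resazurin, final amounts. Dosing: compound 20 µM once, DMSO 1%. Schedule: 16 min enzyme reaction, ambient temperature. Detection: fluorescence of resorufin, 544 nm excitation, 590 nm emission.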
bIAP inhibitor – intestinal alkaline phosphatase (bovine) inhibition | 190,000 tested, under 10 active | inhibition, % at 20 µM | purified bovine IAP, CDP-star luminescence, 30 min;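 active = over 50% inhibition of intestinal alkaline phosphatase at 20 µM in the single-dose screen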
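test system = bovine IAP enzyme | medium = DEA buffer 100 mM, pH 9.8, with MgCl2 1.0 mM, ZnCl2 0.02 mM | detection = luminescence | dosing = single compound dose of 20 µM, 2% DMSO final | incubation = 30 min reaction at room temperature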
L major viab – reduces viability of Leishmania major promastigotes | AID 1063 | inhibition, % at 10 µM | hit rate 9% among 200,000 | resazurin fluorescence viability; in the data active = inhibition above about 50%;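 also: promastigotes grown with compound for 44 hours at 28 °C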
TNAP act hi DEA – TNAP (human) activation, high acceptor. AID 1136. P05186. activation factor at 20 µM. purified TNAP, CDP-star luminescence, 1 M DEA, 30 min; hits give high values; 0 = EDTA background, 1 = DMSO-only activity. 200,000 tested, under 10 active;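 active = activation factor at least 2 at 20 µM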
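system = human TNAP | amount = enzyme diluted 1/800 final | reagent = 100 µM CDP-star substrate | signal = luminescent substrate turnover signal | dosing = one dose, 20 µM | benchmarks = EDTA negative control, DMSO positive control | measure = activation factor | timing = 30 min reaction, room temperature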
bIAP act – increases bovine intestinal alkaline phosphatase activity; purified bovine IAP, CDP-star luminescence, 30 min; hits give high values; fold of DMSO-control signal, blank-subtracted; activation factor at 20 µM; hit rate 0.17% among 200,000; AID 1016;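 active = activation factor of 2 or more at 20 µM, a signal rise over negative controls twice the positive control's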
* = called active by the depositor; . = not tested or not shown; & = joins results of further samples.

item	Molecule	bIAP act	bIAP inhibitor	Diaph inh CS	L major viab	TNAP act hi DEA	Diaph act CS	TNAP inh no acc	TNAP inh hiacc	PMI activator	PMI act hi M6P
1	CSc1nc(-c2ccc(Cl)cc2)nn1S(=O)(=O)c1ccc(Cl)cc1	1	2	0	-5	1	1	0	0	1.2	1.1
2	Cc1c(Cl)cccc1N=c1c([N+](=O)[O-])nn(-c2ccccc2)n1O	0.5	47	8	10	0.9	0.9	1	5	1.1	1.1
3	CC(C)c1ccccc1OCCNS(C)(=O)=O	0.9	8	16	-3	1.1	0.8	-7	-6	1	0.9
4	Cn1c(=O)c2ncn(CC(=O)NC3CCCCCC3)c2n(C)c1=O	0.9	7	9	-8	1	0.9	-13	-5	0.9	1
5	Cc1cc2ccccn2c1C(=O)c1cc([N+](=O)[O-])cc([N+](=O)[O-])c1	1.1	-6	25	100*	1	0.7	8	4	1	1
6	COc1ccc(CCNC(=O)CCc2ccc(S(=O)(=O)NC(C)C)cc2)cc1	0.9	9	14	-3	1	0.9	-3	-3	0.9	1
7	O=C(Nc1ccc(Cl)cc1C(=O)N1CCOCC1)c1ccco1	0.9	13	14	-6	1.1	0.9	-20	-6	0.9	0.9
8	CC12C(=O)N(n3cnnc3)C(=O)C1C1C=CC2C1 (centres undefined)	0.9	10	11	-6	1	0.9	-4	-5	1	1
9	O=C(NCCc1ccc(Cl)cc1)C1CCN(S(=O)(=O)N2CCC3(CC2)OCCO3)CC1	1	-1	11	-2	1	0.9	-6	2	1	1
10	Cc1nn(CC(=O)N2CCOCC2)c(=O)c2ccccc12	0.9	5	22	5	1	0.8	-9	-4	0.9	1
11	CCOC(=O)c1cc2sccc2n1CC(=O)N1CCN(C(=O)c2ccco2)CC1	1	-3	20	1	1.1	0.8	-10	-6	1	1
12	Cc1ccc(-n2cc(CNCCCn3ccnc3C)c(-c3ccc(F)cc3)n2)cc1	1.2	-17	-72	100*	1.1	1.7	-10	-8	0.9	1
13	CSc1nc2c(c(=O)[nH]c(=O)n2C)n1C/C=C(\C)Cl	1.2	-18	1	2	1.1	1	-8	-6	1	1
14	CC(Nc1nc(-c2ccc3c(c2)NC(=O)CO3)cs1)c1ccccc1 (centres undefined)	1	-1	-1	46	1.1	1	-5	-5	1.1	1.2
15	O=c1[nH]c(CN2CCCCC2)nc2c1C1(CCCCC1)Cc1ccccc1-2	1	5	8	3	1	0.9	0	-4	1	1
16	COc1ccc(N2C(=O)C3CCCN3C2c2ccc(C)cc2)cc1Cl (centres undefined)	1	0	10	0	1.1	0.9	-4	-8	1.1	1
17	Cc1c(NS(=O)(=O)N2CCCC2)c(=O)n(-c2ccccc2)n1C	1	4	11	0	1	0.9	-1	-4	1	0.6
18	CC1CC(C)CN(S(=O)(=O)c2cccc(C(=O)N3C(=O)c4cccc(N)c4C3=O)c2)C1 (centres undefined)	0.9	9	11	2	1.1	0.9	-9	-9	0.8	0.9
19	CCCOC(=O)Oc1ccc2c(=O)c(Oc3cc(C)cc(C)c3)coc2c1	1	-3	25	12	1.1	0.8	9	-6	1	1
20	COc1ccccc1NC(=O)/C=C/c1ccc(OC)c(S(=O)(=O)N2CCOCC2)c1	1.1	-8	19	11	1	0.8	-7	-1	1	1
21	Cc1ccc(C(=O)CCC(=O)N2CCC(C(N)=O)CC2)cc1	0.9	7	11	-6	1	0.9	-10	1	0.9	0.9
22	CCCN1CNc2c(c(=O)[nH]c(=S)n2CCc2ccc(OC)c(OC)c2)C1	0.9	8	28	4	1.1	0.7	-10	-5	0.9	0.9
23	CN1/C(=C\C=C2\N=C(c3ccc(F)cc3)OC2=O)C(C)(C)c2ccccc21	0.3	.	30	63*	0.7	0.7	36	26	1.3	1.6
24	CNc1cc([N+](=O)[O-])ccc1N/C=C/C(=O)c1ccc2c(c1)OCO2	0.9	10	3	-4	0.9	1	10	15	1.3	1.2
25	CCc1cccc(C)c1NC(=O)Cn1c(NCCO)nc2ccccc21	1.6	-58	4	-4	1	1	-8	-1	0.9	0.9
26	c1cnc(N2CCN(Cc3ccc4c(c3)OCO4)CC2)nc1	1&0.9	3&10	-41&7	-7	1.1&1	1.4&0.9	-15&-5	-10&2	1.1&1.1	1.1&1.1
27	COc1ccc(NC(=O)c2cc([N+](=O)[O-])ccc2N2CCCC2)cc1	0.9	10	18	-3	0.9	0.8	8	11	0.8	0.8
28	O=C(NC(Cc1c[nH]c2ccccc12)C(=O)N1CCOCC1)c1cccs1 (centres undefined)	1	3	-4	-6	1	1	-1	5	1.1	1
29	Cc1cccc2cc(CN(CC3CCCO3)S(=O)(=O)c3ccccc3)c3nnnn3c12 (centres undefined)	0.9	7	14	.	1	0.9	-5	0	0.9	0.9
30	COc1cc(C=Nc2c(C)cc(C)cc2C)ccc1OC(C)=O	1	-1	14	4	1.1	0.9	-8	-8	0.9	0.8

Compounds shown so far that have an aryl thioether with sulfur outside any ring (two):
item	Molecule	bIAP act	bIAP inhibitor	Diaph inh CS	L major viab	TNAP act hi DEA	Diaph act CS	TNAP inh no acc	TNAP inh hiacc	PMI activator	PMI act hi M6P
1	CSc1nc(-c2ccc(Cl)cc2)nn1S(=O)(=O)c1ccc(Cl)cc1	1	2	0	-5	1	1	0	0	1.2	1.1
13	CSc1nc2c(c(=O)[nH]c(=O)n2C)n1C/C=C(\C)Cl	1.2	-18	1	2	1.1	1	-8	-6	1	1

Continuation.
item	Molecule	bIAP act	bIAP inhibitor	Diaph inh CS	L major viab	TNAP act hi DEA	Diaph act CS	TNAP inh no acc	TNAP inh hiacc	PMI activator	PMI act hi M6P
31	O=[N+]([O-])c1ccccc1/C=C/C=N/N1CCCCC1	1	-2	8	-11	1	0.9	-10	0	0.9	0.8
32	CNC(=S)N/N=C/c1ccc(-c2cc([N+](=O)[O-])ccc2Cl)o1	1	4	-23	-1	1	1.2	-2	0	1.3	1.1
33	COC(=O)CCN(C(=O)c1cc(OC)c(OC)c(OC)c1)c1ccccn1	0.9	11	14	-5	1	0.9	-9	-1	1	1
34	Cc1ccc2c(CN3CCC(C)CC3)cc(=O)oc2c1	0.9	6	4	0	1	1	-8	-1	1.1	1.1
35	Cc1oc2c(c1C(=O)N1CCOCC1)C(=O)c1ccccc1C2=O	0.9	13	16	100*	0.9	0.8	-3	8	1.3	0.8
36	COC(=O)Nc1[nH]ncc1[N+](=O)[O-]	0.9	12	3	-1	1	1	13	-4	1	1
37	O=C(OCCN1CCCC1)C1(c2ccccc2)CCCC1	1	-3	12	5	1	0.9	-12	-4	0.9	1
38	O=C(Nc1cc(Cl)cc(Cl)c1)c1ccc(Cn2c(=O)[nH]c3ccsc3c2=O)cc1	0.8	17	-3	-5	1	1	-11	-3	1.1	1.1
39	O=C(N/N=C/c1ccc(Cl)cc1)c1cc(-c2cccnc2)nc2ccccc12	1.1	-7	-16	98*	0.9	1.2	-3	6	1.3	1.2
40	O=C(N/C(=C/c1ccc(Br)cc1)c1nc2ccccc2[nH]1)c1ccco1	1	3	-2	-8	1	1	4	-2	1.2	1
41	O=C(CSc1nnc(CCCN2C(=O)c3cccc4cccc(c34)C2=O)n1-c1ccccc1)N1CCCCC1	0.7	30	72*	7	1	0.3	23	2	0.9	0.9
42	CC(C)(C)c1ccccc1NC(=O)Cn1cnc2cc([N+](=O)[O-])ccc2c1=O	1.1	-7	16	21	1	0.8	-1	-1	1.1	1
43	COc1ccc(NC(=O)CSc2nc3c(c(=O)n2-c2ccc(F)cc2)SCC3)cc1	0.9	7	22	9	1	0.8	-19	-2	0.9	1
44	CN(C(=O)C1CCOC1)c1nnc(C2CCOC2)s1 (centres undefined)	1	-3	19	-3	1.1	0.8	-22	-6	1	1
45	COCCSc1ccccc1C(=O)N1CCc2ccccc2C1	1.1	-11	-5	-5	1	1.1	-10	-1	1	1
46	O=C(Nc1ccc(-c2nc3cccnc3s2)cc1)c1ccc(Br)o1	1	4	-1	6	1	1	-7	-1	0.8	0.9
47	Cc1ccccc1-n1c(SCC(=O)N/N=C/c2c(C)nn(-c3ccccc3)c2C)nc2ccccc2c1=O	1	-2	15	11	1	0.9	-24	-2	0.9	1
48	CNC(=O)c1oc(-c2ccccc2)nc1C	0.9	7	1	-3	1.1	1	0	-6	1.1	1.1
49	COc1cccc2[nH]c3c(N4CCC(C)CC4)ncnc3c12	0.9	8	-2	94*	1	1	-10	-4	1	1.1
50	Cc1cccc(C)c1N1CCN(S(=O)(=O)c2ccc(F)cc2)CC1	0.7	33	22	2	1	0.8	-5	1	0.8	0.8
51	Cc1ccc(CNC(=O)Cn2cc(C(F)(F)F)ccc2=O)cc1	1.1	-5	-6	-4	1.1	1.1	-15	-9	1.1	1.1
52	O=C(Nc1nccs1)C1CCN(S(=O)(=O)c2cccs2)CC1	1	-3	5	15	1	0.9	-9	-3	1	1
53	O=C(CN1CCCCCC1)OCCN=C1NS(=O)(=O)c2ccccc21	1	5	10	-6	1.1	0.9	-19	-9	1	0.9
54	CCOc1cc(C(=O)OCC(=O)NCc2ccco2)cc(OCC)c1OCC	1	-2	2	-1	1.1	1	1	-7	1.1	1.1
55	Cc1ccc([N+](=O)[O-])c(OCCCN2CCCCCC2)c1	1	0	2	98*	1	1	-10	-3	1	0.9
56	OC1CCCN(CC(O)c2ccccc2)C1 (centres undefined)	0.9	11	1	-7	1.1	1	-12	-5	1.1	1.2
57	CCOC(=O)c1sc2nc(C)c([N+](=O)[O-])c(COC)c2c1N	1	-4	24	-9	1	0.8	-4	-2	0.9	0.9

An excerpt of these results, with two lines to a compound:
Each structure is followed by: bIAP act, bIAP inhibitor, Diaph inh CS, L major viab, TNAP act hi DEA, Diaph act CS, TNAP inh no acc, TNAP inh hiacc, PMI activator, PMI act hi M6P
[16] COc1ccc(N2C(=O)C3CCCN3C2c2ccc(C)cc2)cc1Cl (centres undefined)
 : 1, 0, 10, 0, 1.1, 0.9, -4, -8, 1.1, 1
[17] Cc1c(NS(=O)(=O)N2CCCC2)c(=O)n(-c2ccccc2)n1C
 : 1, 4, 11, 0, 1, 0.9, -1, -4, 1, 0.6
[18] CC1CC(C)CN(S(=O)(=O)c2cccc(C(=O)N3C(=O)c4cccc(N)c4C3=O)c2)C1 (centres undefined)
 : 0.9, 9, 11, 2, 1.1, 0.9, -9, -9, 0.8, 0.9
[19] CCCOC(=O)Oc1ccc2c(=O)c(Oc3cc(C)cc(C)c3)coc2c1
 : 1, -3, 25, 12, 1.1, 0.8, 9, -6, 1, 1
[20] COc1ccccc1NC(=O)/C=C/c1ccc(OC)c(S(=O)(=O)N2CCOCC2)c1
 : 1.1, -8, 19, 11, 1, 0.8, -7, -1, 1, 1
